# ASAP1 inh: ASAP1 ArfGAP inhibition; AID 624377; Q9ULH1; 360,000 tested, 0.19% active; inhibition, % at 16.5 µM; ASAP1-stimulated ARF1 GTP hydrolysis, GDP FP detection; in the data active = inhibition above about 25%;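 note: 0% = vehicle with enzyme and substrate and 100% = no enzyme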
# NR1D1 modulator: modulates human Rev-erb alpha binding to DNA | Rev-erbα–FITC-DNA binding, fluorescence polarization, 90 min | 370,000 tested, 0.79% active | AID 1259318 | activity, % at 10 µM;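 active = activity above about 14%, limit read from the data; passing the limit was not always enough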;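 note: 0% = DMSO wells with 35 nM protein and 100% = DMSO wells with 750 nM protein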
# Tn7 DDE FP: inhibitors of Tn7 peptide binding to human fibrin DD(E). 370,000 tested, 0.13% active. P02675. inhibition, % at 8.3 µM. FP displacement of FITC-Tn7 peptide from fibrin DD(E); 0% = median of compound wells per plate;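 active = inhibition above the mean of compounds falling within the control limits plus 3 SD of them, cut at about 14% in these data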;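 note: 0% = plate median of compound wells and 100% = 10 µM Aha-Tn7 peptide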
#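 Assay system: Fibrin-DD(E) protein isolated from polymerized human fibrin clots; read-out basis: percent inhibition; medium: Tris/NaCl/CaCl2 buffer, pH 7.8; signal: FP measurement; incubation: 10 min plus 3 h, room temperature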
# sPLA2-III inh: Inhibits HGIII-sPLA2 liposome hydrolysis, primary screen; QFRET BODIPY PC-A2 liposome hydrolysis, fluorescence; 370,000 tested, 0.56% active; inhibition, % at 12.2 µM;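 active = inhibition above mean plus 3 SD of compounds lying within the high and low control bounds, cut at about 19% in these data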;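 note: 0% = median of test compound wells and 100% = no enzyme DMSO wells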
# KLK7 zymogen act: activators of human kallikrein-7 zymogen; AID 652039; purified proKLK7, EDANS-DABCYL substrate fluorescence; 100% is mature enzyme control, 0% vehicle; P49862; activation, % at 7 µM; 370,000 tested, 0.9% active;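 active = activation above the mean of all tested compounds plus 3 SD, computed per campaign excluding outliers beyond control limits, cut at about 13% in these data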
# DDE Tn6 FP inh: disrupts Tn6 cyclic peptide binding to fibrin D-Dimer-E complex. inhibition, % at 8.3 µM. AID 720509. Fibrin DD(E) TRITC-Tn6 fluorescence polarization displacement. 370,000 tested, 0.21% active;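 active = inhibition above a per-campaign cutoff: mean of compounds within control limits plus 3 SD, cut at about 15% in these data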;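 note: 0% = median of all compound wells on the plate and 100% = blocking peptide control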
# PLC-beta3 inh: inhibitors of human phospholipase C beta3; Q01970; Purified PLC-beta3, fluorogenic substrate, fluorescence; inhibition, % at 12.2 µM; 370,000 tested, 0.18% active; AID 720704; in the data active = inhibition above about 11%;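 note: 0% = median of compound wells on plate and 100% = full blocker control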
# Target sequence (Q01970 whole entry, looked up): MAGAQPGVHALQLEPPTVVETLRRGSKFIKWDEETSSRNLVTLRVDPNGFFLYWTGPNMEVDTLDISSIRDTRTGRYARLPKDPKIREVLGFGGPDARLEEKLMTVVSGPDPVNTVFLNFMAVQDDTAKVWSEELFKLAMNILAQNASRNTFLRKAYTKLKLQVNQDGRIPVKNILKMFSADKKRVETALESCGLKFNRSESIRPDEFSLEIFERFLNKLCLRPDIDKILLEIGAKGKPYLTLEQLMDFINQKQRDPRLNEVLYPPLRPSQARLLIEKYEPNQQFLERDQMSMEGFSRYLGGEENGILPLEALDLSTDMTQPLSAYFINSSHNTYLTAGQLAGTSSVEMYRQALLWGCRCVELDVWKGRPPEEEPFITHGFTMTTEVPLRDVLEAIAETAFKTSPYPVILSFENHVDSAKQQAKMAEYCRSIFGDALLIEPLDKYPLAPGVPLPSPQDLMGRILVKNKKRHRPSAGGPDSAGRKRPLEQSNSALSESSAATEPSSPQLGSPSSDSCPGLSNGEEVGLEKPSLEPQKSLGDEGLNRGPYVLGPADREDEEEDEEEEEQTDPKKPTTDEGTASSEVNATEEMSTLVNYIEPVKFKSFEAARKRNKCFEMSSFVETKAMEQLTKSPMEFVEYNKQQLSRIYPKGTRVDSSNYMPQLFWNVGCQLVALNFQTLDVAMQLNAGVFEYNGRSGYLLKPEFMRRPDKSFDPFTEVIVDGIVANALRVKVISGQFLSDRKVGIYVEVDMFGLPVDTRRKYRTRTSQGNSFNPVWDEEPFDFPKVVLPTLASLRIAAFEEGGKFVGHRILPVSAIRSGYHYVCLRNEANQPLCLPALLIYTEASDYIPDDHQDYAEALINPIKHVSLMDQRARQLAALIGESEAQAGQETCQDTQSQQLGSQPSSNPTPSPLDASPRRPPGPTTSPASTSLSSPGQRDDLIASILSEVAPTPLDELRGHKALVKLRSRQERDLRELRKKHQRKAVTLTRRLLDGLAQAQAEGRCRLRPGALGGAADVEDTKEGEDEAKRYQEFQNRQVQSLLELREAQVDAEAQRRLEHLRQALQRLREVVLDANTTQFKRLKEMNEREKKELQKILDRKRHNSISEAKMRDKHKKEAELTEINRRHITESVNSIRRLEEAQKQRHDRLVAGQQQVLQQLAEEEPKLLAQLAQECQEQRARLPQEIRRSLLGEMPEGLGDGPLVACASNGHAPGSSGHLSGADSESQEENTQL
# UHRF1 binding: human UHRF1 methylated DNA binding inhibitors; Q96T88; UHRF1 binding to methylated oligo, TR-FRET; inhibition, % at 4.4 µM; 370,000 tested, 0.75% active; AID 687016; in the data active = inhibition above about 21%;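 note: UHRF1 SRA domain binding a hemimethylated CpG hairpin DNA probe; 0% = median of test compound wells and 100% = reference inhibitor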
# ARFGAP1 inhibitor: inhibits rat ARF GTPase activating protein 1. Q62848. Arfgap1-stimulated ARF1 GTP hydrolysis, GDP FP detection. inhibition, % at 16.5 µM. 360,000 tested, 0.26% active;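 active = inhibition above a per-plate limit, mean inhibition of low control wells plus 3 SD, cut at about 25% in these data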;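 note: 0% = DMSO wells with enzyme and 100% = wells lacking Arfgap1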
#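 material = rat Arfgap1 catalytic domain, aa 1-136 | also added = human ARF1(Δ1-17)-GTP substrate | compound dosing = one concentration, 16.5 µM, DMSO 1.26% | times = GTP hydrolysis reaction 2 h at 25 °C | measured by = FP, GDP Alexa 633 tracer displaced from anti-GDP antibody, 620/688 nm | evaluation = percent inhibition of Arfgap1-stimulated GTP hydrolysis | replication = single well per compound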
# PLC-gamma1 inh: inhibitors of human phospholipase C gamma1 | purified PLC-gamma1, fluorogenic substrate, fluorescence | P19174 | AID 720700 | 370,000 tested, 0.84% active | inhibition, % at 12.2 µM; in the data active = inhibition above about 9.5%
# Numbers without * were called inactive; i = inactive; . = not tested or not shown.
SMILES,ASAP1 inh,NR1D1 modulator,Tn7 DDE FP,sPLA2-III inh,KLK7 zymogen act,DDE Tn6 FP inh,PLC-beta3 inh,UHRF1 binding,ARFGAP1 inhibitor,PLC-gamma1 inh
COc1ccc(S(=O)(=O)N2CCOC2CNC(=O)C(=O)NCC(C)C)cc1 (configuration not stated),-0.4,1.3,7.9,-1.4,0.1,1.7,-6.2,-1.9,11.3,-2.0
O=c1c([N+](=O)[O-])c(NCCN2CCCCCC2)c2ccccc2n1-c1ccccc1,7.1,6.7,0.0,-0.3,-0.6,6.2,-0.6,-1.4,12.0,-2.9
O=C1N/C(=N/O)S/C1=C/c1cccc([N+](=O)[O-])c1,-8.1,-1.7,5.0,-14.2,-0.4,-4.6,3.3,-4.0,6.1,0.7
Cc1ccc(Cl)cc1N1CCN(S(=O)(=O)c2c(C)noc2C)CC1,-2.0,3.9,-3.2,-1.4,-0.5,0.6,-11.7,-0.4,2.0,-0.5
COc1cccc(CNC(=O)Cn2cc([N+](=O)[O-])cn2)c1,0.1,2.4,-1.1,-1.4,0.1,4.7,-6.1,-0.5,-6.5,1.1
CCC1CCCCN1CCCNC(=O)c1cc2c(Cl)nc3ccccc3c2s1 (configuration not stated),11.1,6.1,7.0,-7.8,0.2,5.1,2.7,0.0,5.2,5.9
O=C(NCCNC(=O)c1ccco1)c1ccc(Cl)c(Cl)c1,3.8,0.8,-2.5,-5.0,-0.1,4.6,-2.5,-2.5,5.5,-0.1
C=CCNc1nc(N)c(C(=O)c2ccc3c(c2)OCO3)s1,10.5,-0.3,-4.5,-1.6,-0.2,-2.3,-10.2,1.2,1.1,-5.0
Cc1ccc(-c2cccc(CN3CCN(C4CCN(C(C)C)CC4)C(CCO)C3)c2)o1 (configuration not stated),-0.9,-2.1,6.7,-4.5,-0.2,2.5,-2.6,1.6,7.7,-1.1
CC(C)(C)C(=O)COC(=O)c1cc(-c2ccncc2)nc2ccccc12,-1.8,0.8,-2.1,-15.3,-1.8,6.3,-11.1,-1.0,2.7,-6.3
O=C(Nc1ccccc1OC(F)F)c1ccccc1,1.4,-2.0,-1.4,3.4,0.0,0.2,2.8,7.5,-8.0,-0.6
COc1ccc(F)cc1S(=O)(=O)N1CCN(Cc2ccc3c(c2)OCO3)CC1,-6.7,1.0,-5.8,-7.6,-0.2,9.0,0.4,10.5,-0.4,-0.6
COc1cc(C(=O)Cc2nc3ccccc3n2C)cc(OC)c1OC,-6.5,3.8,-0.2,2.6,-0.2,-0.4,-17.5,0.1,6.6,-8.8
CCN(CC)c1ccc(CNc2ccc(Br)cn2)cc1,-5.5,1.9,8.8,11.2,-0.1,-5.5,-0.4,-1.4,-7.7,1.3
CCCCCCCn1c(=N)n(CC(=O)c2ccco2)c2ccccc21,-2.6,-3.4,-1.8,-26.4,-0.4,-0.5,-8.1,-2.6,13.5,-2.5
COc1ccc(C2C(C(=O)N3CCN(c4ccccn4)CC3)CC(=O)N2c2ccc(OC)cc2)cc1 (configuration not stated),-7.2,-6.4,0.3,-5.9,0.3,-2.9,-2.0,-0.1,2.8,2.2
CCc1noc(C)c1C(=O)OCC(=O)Nc1c(F)cccc1F,17.8,-1.4,-3.0,-6.1,-0.1,2.8,-0.8,5.3,13.1,-0.6
COc1ccc(CNC(=O)CNC(=O)CNS(=O)(=O)c2ccc(C)c(C)c2)cc1,-17.3,2.2,9.3,-2.3,-0.9,2.4,-6.1,-0.5,9.6,-1.5
O=C(CSc1nnc(-c2ccccc2)n1-c1ccc(Cl)cc1)Nc1ccc(OCc2ccccc2)cc1,.,5.3,-3.6,1.3,0.6,-4.1,0.6,0.5,.,0.1
CCCCC(=O)NN(C)c1nc(-c2ccccc2)nnc1C(F)(F)F,2.3,5.3,-4.8,-1.7,-0.4,-2.6,2.3,0.8,-14.0,2.9
Nc1nc(Nc2ccccc2F)nc(NCc2ccco2)c1[N+](=O)[O-],-2.7,3.2,11.7,-4.9,0.0,3.3,-5.5,5.1,-3.7,12.5*
c1ccc(-n2ncc3c(NCCN4CCOCC4)ncnc32)cc1,-3.5,-0.1,-4.4,0.9,-0.5,0.6,0.7,0.3,-3.8,0.5
CSc1ccc(C(c2c(C)[nH][nH]c2=O)c2c(C)[nH][nH]c2=O)cc1,-2.1,-5.3,-5.6,-52.7,0.1,-4.3,4.2,-2.8,-7.8,4.3
COc1ccccc1NCC(=O)N/N=C/c1sccc1C,5.7,8.8,5.0,1.9,-0.3,-10.2,-1.0,-0.5,2.3,-0.6
COc1cccc(C(=O)N/N=C/c2ccc(Oc3ccc([N+](=O)[O-])cn3)c(OC)c2)c1,0.4,3.2,1.7,8.7,0.1,6.1,1.6,0.7,10.2,0.5
# More compounds
SMILES,ASAP1 inh,NR1D1 modulator,Tn7 DDE FP,sPLA2-III inh,KLK7 zymogen act,DDE Tn6 FP inh,PLC-beta3 inh,UHRF1 binding,ARFGAP1 inhibitor,PLC-gamma1 inh
Cc1cc(C)c(C(=O)C2OC(=O)C(C)(C)C(=O)C2(C)C)c(C)c1 (configuration not stated),14.5,7.5,-1.1,4.0,0.1,2.0,2.0,1.6,-1.7,3.2
CCCC(=O)Nc1sc(C)c(C)c1C(=O)Nc1cccc(C)c1,-10.7,-2.0,-2.1,1.1,-0.2,0.6,-1.8,-4.6,-3.4,0.7
COc1ccc(C(=O)NNC(=O)CN2CCC(n3nnc4cc(C)ccc43)CC2)cc1,-1.6,-1.3,-2.3,-5.9,-0.1,-1.8,3.0,-4.9,-3.5,2.1
O=c1oc2ccccc2n1CCCCCn1c(=O)oc2ccccc21,-6.5,0.0,9.3,0.2,-0.4,0.6,6.0,5.3,16.1,1.8
O=C(Nc1nc(-c2cc(Cl)sc2Cl)cs1)c1ccc(Br)s1,-16.1,-6.8,1.9,-2.6,-0.2,-4.2,1.1,1.9,13.2,-2.6
O=C(Nc1ccccc1)c1ccc(S(=O)(=O)N(CCO)CCO)cc1,3.1,-1.1,2.2,2.9,0.2,-1.0,1.8,0.7,-4.0,0.6
Cc1ccccc1NS(=O)(=O)c1ccc(NS(=O)(=O)c2cccs2)cc1,-9.8,-2.8,2.5,-27.0,0.0,-4.0,-6.9,-1.7,2.5,-3.4
COC(=O)c1cccc(NC(=O)CSc2nnc(COc3ccc(C#N)cc3)n2-c2ccccc2)c1,7.2,3.9,5.1,1.8,0.3,8.7,2.7,15.1,0.5,-1.3
COc1ccc(CN(C)C(=O)C23CC4CC(CC(C4)C2)C3)c(OC)c1,-5.4,7.8,3.4,-5.5,0.7,-0.7,-9.3,-1.5,1.7,-3.0
COc1ccc(Br)c(Cn2c(C)c(C(=O)NCCC#N)sc2=O)c1,1.8,0.0,-4.8,-4.2,-0.4,7.4,0.9,0.8,-3.4,0.6
COc1ccc2c(c1)CC/C(=C/c1cc(OC)c(OC)c(OC)c1)C2=O,3.3,-1.9,8.1,-7.7,0.0,0.1,-78.7,-1.0,-11.7,-45.3
Cc1cccc(C)c1NC(=O)CNC(=O)C1CCCC1,-4.6,0.1,5.8,-1.8,-0.1,2.8,-0.6,1.5,-6.4,-3.1
O=C(CCN1C(=O)/C(=C/c2ccc(F)cc2)SC1=S)Nc1cccnc1,0.0,1.7,-4.5,5.0,-0.2,-4.8,-11.8,5.5,1.4,-2.4
COCCOC(=O)c1c(N)n(CCCN2CCOCC2)c2nc3ccccc3nc12,21.8,4.2,5.6,-3.0,46.0*,-0.2,i,-6.1,4.4,i
COc1ccc(CNC(=O)c2c(C)nc3ccccn23)cc1,0.8,-3.2,-0.5,-3.8,-0.4,14.0,-3.3,5.2,3.2,-3.0
COc1cc(N)c(Cl)cc1C(=O)OCC(=O)c1ccc2c(c1)NC(=O)CO2,1.7,-4.9,3.5,-28.2,0.2,-9.8,-2.7,0.3,-11.8,-3.3
CCN=C1S/C(=C\c2sccc2C)C(=O)N1CC,10.1,-9.7,-7.8,2.9,-0.5,-6.7,-0.9,12.3,15.9,-1.6
Cc1cc(S(=O)(=O)N2CCCC2)ccc1OCC(=O)N1CCOCC1,6.7,1.4,-1.5,-1.5,0.2,4.2,2.2,7.3,8.3,1.0
Cc1ccc(CN2CCN(Cc3nc4c(s3)CCCC4)CC2CCO)cc1 (configuration not stated),-9.1,-1.6,4.7,-9.0,-0.1,-2.7,1.6,0.1,-5.6,-3.3
Cc1cccc2sc(NS(=O)(=O)c3ccccc3)nc12,-4.4,-3.2,-1.8,-37.0,-0.1,-1.2,-16.7,-0.5,-0.6,-4.5
CS(=O)(=O)NCc1csc(-c2ccccc2)n1,1.0,-3.0,7.8,6.7,0.1,5.2,-0.3,-3.1,11.1,-1.0
CCOC(=O)C1CCCN(C(=O)Cn2cnc3sc(C)c(S(=O)(=O)N4CCOCC4)c3c2=O)C1 (configuration not stated),-12.3,-3.4,-0.3,-2.6,0.4,8.0,-7.3,0.9,-6.8,0.1
COc1ccc(-n2c(SCC(=O)Nc3cc(C)on3)nc3ccc(O)cc3c2=O)cc1OC,3.2,-1.8,2.8,-4.9,-3.2,-2.0,-13.2,-4.0,3.1,-9.9
COc1cc(OC)c(C(=O)Nc2cc(S(=O)(=O)N3CCOCC3)ccc2N2CCN(C)CC2)cc1OC,11.9,-1.4,-0.9,10.3,0.0,1.8,-22.8,5.7,5.6,-11.3
CSC(=NCc1ccco1)NC#N,7.6,0.6,-2.5,3.4,-0.3,-3.6,-6.3,-1.4,-5.1,-1.6
Cc1ccc(CSc2nc3c(c(=O)[nH]c(=O)n3C)n2CCC(C)C)cc1,-4.9,2.5,2.1,-4.5,-0.2,1.5,-0.2,-0.5,4.2,1.7
CNC(=O)COC(=O)Cc1ccc(Cl)cc1,6.6,5.9,-8.3,0.5,-0.2,1.5,4.5,1.3,-0.2,2.4
CCOc1ccc(N2C(=O)C3C(c4ccc(O)cc4)NC(CCSC)(C(=O)OC)C3C2=O)cc1 (configuration not stated),-2.2,5.7,6.8,-8.2,0.7,-8.1,0.0,0.5,14.2,-0.2
CC(=O)Nc1ccc(C2=NN(c3ccccc3)C(c3ccccc3)C2)cc1 (configuration not stated),11.8,1.1,-0.9,-1.6,-32.6,3.3,i,-0.8,5.8,-409.4
Cc1c(C(=O)NCCN(C)C)oc2ccc(S(=O)(=O)N3CCC4(CC3)OCCO4)cc12,2.5,-2.1,-0.7,1.1,-0.5,-1.2,-6.1,0.7,-0.9,-0.7

# Entries of single compounds, looked up by structure. Screens in order: ASAP1 inh, NR1D1 modulator, Tn7 DDE FP, sPLA2-III inh, KLK7 zymogen act, DDE Tn6 FP inh, PLC-beta3 inh, UHRF1 binding, ARFGAP1 inhibitor, PLC-gamma1 inh
# Listed for Cc1c(C(=O)NCCN(C)C)oc2ccc(S(=O)(=O)N3CCC4(CC3)OCCO4)cc12 → 2.5, -2.1, -0.7, 1.1, -0.5, -1.2, -6.1, 0.7, -0.9, -0.7
# Listed for COc1ccc(-n2c(SCC(=O)Nc3cc(C)on3)nc3ccc(O)cc3c2=O)cc1OC → 3.2, -1.8, 2.8, -4.9, -3.2, -2.0, -13.2, -4.0, 3.1, -9.9

# Assay outcomes from PubChem.
